M. tuberculosis HTS – M. tuberculosis growth inhibition, HTS (AID 449762); hit rate 0.59% among 330,000; M. tuberculosis H37Rv growth inhibition, 7H9 media; higher % means a stronger effect; one-dose inhibition, % at 25 µM; IC50 in µM for titrated hits; in the data active means a potency from the dose series; inconclusive means inhibition above about 70% without an active follow-up result;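 further: bacterial growth assessed after seven days of incubation; strong numbers were not always called active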
PhoP GFP inhibition – Inhibition of PhoP regulon, Salmonella typhi GFP reporter cells, confirmation, 4 h (AID 1850); Salmonella Typhi PhoP-promoter GFP reporter, fluorescence, 4 h; higher % means a stronger effect; inhibition, % at 50 µM, or IC50 in µM where a hit was titrated; hit rate 0.33% among 310,000; in the data active means a potency from the dose series; inconclusive means inhibition mostly from about 25% at the one dose, without a potency; inactive means the rest, 99 in 100 with inhibition below about 19%;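 further: 0% = induced wells with vehicle and 100% = uninduced wells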
tuberculosis growth – growth inhibition of non-replicating M. tuberculosis (AID 488890) | Mycobacterium tuberculosis non-replicating, growth inhibition; higher % means a stronger effect | inhibition, % at 25 µM, or IC50 in µM where a hit was titrated | hit rate 0.39% among 320,000; in the data active means a potency from the dose series; inconclusive means inhibition mostly from about 82% at the one dose, without a potency; inactive means the rest, 99 in 100 with inhibition below about 76%;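 further: plate controls were DMSO cells for no effect and high antibiotic wells for full effect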
influenza NS1A – H1N1 influenza NS1A inhibitors, functional cell based assay (AID 504329); one-dose inhibition, % at 12.5 µM; IC50 in µM for titrated hits; NS1A functional cell-based assay, percent inhibition; higher % means a stronger effect; hit rate 0.3% among 340,000; in the data active means a potency from the dose series; inconclusive means inhibition above about 27% without an active follow-up result; further: strong numbers were not always called active
inhibitors of VEEV – inhibitors of VEEV TC-83 cytopathic effect, confirmation, Vero cells (AID 588727). Vero cells, VEEV TC-83 cytopathic effect inhibition; higher % means a stronger effect. one-dose inhibition, % at 20 µM; IC50 in µM for titrated hits. hit rate 0.13% among 350,000; in the data active means a potency from the dose series; inconclusive means inhibition mostly from about 14% at the one dose, without a potency; inactive means the rest, 99 in 100 with inhibition below about 12%; further: strong numbers were not always called active
inhibitors of VEEV 10K pilot screen – recorded beside inhibitors of VEEV, whose call it bears; inhibition, %; measured here: 10K pilot screen inhibition
Numbers without * were called inactive; i = inactive; ? = inconclusive; . = not tested or not shown.

Start of the data: the first 7 entries, to show the layout:
SMILES	M. tuberculosis HTS	PhoP GFP inhibition	tuberculosis growth	influenza NS1A	inhibitors of VEEV	others
O=C(NC1CC1)c1ccc(F)cc1Cl	-3%	0%	-7%	6%	i
Cc1ccc(S(=O)(=O)NCC2CCC(C(=O)NCCCOC(C)C)CC2)cc1 (stereo not given)	1%	-9%	-18%	.	.
Cc1ccc(NC(=O)C(Cc2ccccc2)NC(=O)c2ccco2)cc1 (stereo not given)	-3%	-8%	-20%	-2%	2.4%
COc1ccc(CCN(C)C(=O)c2cccc(S(=O)(=O)NCc3ccccc3)c2)cc1OC	-4%	-13%	-4%	3%	3.2%
COc1ccc(COn2c(=O)c(C)[n+]([O-])c3ccccc32)cc1OC	-1%	-9%	17%	2%	2.4%
CCCCCc1ccc(-c2cn(Cc3ccc(C(=O)c4ccccc4)cc3)nn2)cc1	-4%	4%	5%	9%	3.7%
COc1cccc(CNc2ccc3c(c2)ncn3C(C)C)c1OC	5%	-6%	.	27%	?

Main list, from the first entry:
SMILES	M. tuberculosis HTS	PhoP GFP inhibition	tuberculosis growth	influenza NS1A	inhibitors of VEEV	others
O=C(NC1CC1)c1ccc(F)cc1Cl	-3%	0%	-7%	6%	i
Cc1ccc(S(=O)(=O)NCC2CCC(C(=O)NCCCOC(C)C)CC2)cc1 (stereo not given)	1%	-9%	-18%	.	.
Cc1ccc(NC(=O)C(Cc2ccccc2)NC(=O)c2ccco2)cc1 (stereo not given)	-3%	-8%	-20%	-2%	2.4%
COc1ccc(CCN(C)C(=O)c2cccc(S(=O)(=O)NCc3ccccc3)c2)cc1OC	-4%	-13%	-4%	3%	3.2%
COc1ccc(COn2c(=O)c(C)[n+]([O-])c3ccccc32)cc1OC	-1%	-9%	17%	2%	2.4%
CCCCCc1ccc(-c2cn(Cc3ccc(C(=O)c4ccccc4)cc3)nn2)cc1	-4%	4%	5%	9%	3.7%
COc1cccc(CNc2ccc3c(c2)ncn3C(C)C)c1OC	5%	-6%	.	27%	?
CCCCCc1ccc(CC(=O)N2CCOCC2)cc1	-4%	-5%	57%	-6%	i
Cc1ccc(NC(=O)CSc2nnc(-c3cccnc3)n2-c2ccc(C)cc2)cc1	3%	-12%	-14%	-2%	0.5%
O=[N+]([O-])c1ccc(NC2CCCC2)c2ccncc12	4%	2%	-2%	8%	i
O=C(C[n+]1cccc(NC(=O)c2ccccc2)c1)c1ccc(NC(=O)c2ccccc2)cc1	54%	20%	44%	-9%	1.6%
CC(=O)Nc1ccc(S(=O)(=O)N(C)C2CCN(C)CC2)cc1	0%	-5%	-4%	16%	i
COc1cccc(N2CCN(C(=O)c3cc4c(s3)-c3ccccc3OC4)CC2)c1	-3%	-3%	24%	-3%	8.9%
Cc1csc(NC(=O)c2ccc(S(=O)(=O)N3CCN(C)CC3)cc2)n1	-8%	2%	-11%	2%	0.4%
CCCCCC(=O)Nc1cccc(C2=NOC3(C2)C[C@@H](C(N)=O)N(C(=O)c2ccc(Cl)cc2)C3)c1 (stereo not given in full)	-9%	6%	15%	-1%	5.7%
COc1ccccc1CCC(=O)Nc1cccc(S(=O)(=O)N2CCOCC2)c1	-1%	-3%	2%	2%	8.0%
CN(C(=O)c1cc(C(=O)N(C)c2ccccc2)cc([N+](=O)[O-])c1)c1ccccc1	9%	1%	17%	-5%	0.4%
Cc1ccc2nc(-c3ccc(-c4ccccn4)s3)cn2c1	7%	6%	-2%	2%	13%
COCCCN(C(=O)CCOc1ccccc1C)c1c(N)n(Cc2ccccc2)c(=O)[nH]c1=O	4%	-5%	12%	0%	4.8%
N=c1n(CCCOc2ccc(Br)cc2)c2ccccc2n1CC(N)=O	-2%	5%	57%	13%	11%

Ordered by formula weight (ascending): part of the list above.
SMILES	M. tuberculosis HTS	PhoP GFP inhibition	tuberculosis growth	influenza NS1A	inhibitors of VEEV	others
CN(C(=O)c1cc(C(=O)N(C)c2ccccc2)cc([N+](=O)[O-])c1)c1ccccc1	9%	1%	17%	-5%	0.4%
N=c1n(CCCOc2ccc(Br)cc2)c2ccccc2n1CC(N)=O	-2%	5%	57%	13%	11%
COc1cccc(N2CCN(C(=O)c3cc4c(s3)-c3ccccc3OC4)CC2)c1	-3%	-3%	24%	-3%	8.9%

The list goes on.
SMILES	M. tuberculosis HTS	PhoP GFP inhibition	tuberculosis growth	influenza NS1A	inhibitors of VEEV	others
O=C(Nc1cc(Cl)ccc1Cl)c1ccc(OC(=O)c2ccco2)cc1	?	3%	.	21%	4.8%
CC(C)CCN1CCN(CC#Cc2ccccc2)CC1CCO (stereo not given)	-2%	-13%	25%	0%	0.4%
O=C(NCC1CCCO1)C1c2ccccc2Oc2ccccc21 (stereo not given)	-7%	2%	-19%	3%	0.1%	inhibitors of VEEV 10K pilot screen=0.0
O=C(COc1ccccc1Cl)Nc1cnn(Cc2ccccc2)c1	-1%	7%	35%	-1%	2.0%
Cc1ccc(NC(=O)COC(=O)c2cc(=O)c3ccccc3o2)c(Br)c1	1%	.	7%	0%	i
Cc1ccc(Cn2ccsc2=NC(=O)COC(=O)c2ccc(O)cc2O)cc1	-6%	9%	33%	0%	12%
COc1ccc(CCN(C(=O)C(F)(F)F)C(C(=O)NC2CCCCC2)c2cccs2)cc1 (stereo not given)	2%	-8%	4%	-7%	i
CCCCn1c(N)c(N(C(=O)CSc2nnnn2-c2ccccc2C)C2CCCC2)c(=O)[nH]c1=O	.	.	.	-10%	6.2%
O=C(O)c1oc2ccccc2c1-n1cccc1	3%	-8%	8%	-2%	0.1%
COc1ccc(F)cc1C(=O)C1CCCN(Cc2cn(C)c3ccccc23)C1 (stereo not given)	46%	5%	38%	4%	2.2%

Quoted from above for reference:
SMILES	M. tuberculosis HTS	PhoP GFP inhibition	tuberculosis growth	influenza NS1A	inhibitors of VEEV	others
O=C(COc1ccccc1Cl)Nc1cnn(Cc2ccccc2)c1	-1%	7%	35%	-1%	2.0%
Cc1ccc(NC(=O)COC(=O)c2cc(=O)c3ccccc3o2)c(Br)c1	1%	.	7%	0%	i
Cc1ccc(Cn2ccsc2=NC(=O)COC(=O)c2ccc(O)cc2O)cc1	-6%	9%	33%	0%	12%
COc1ccc(CCN(C(=O)C(F)(F)F)C(C(=O)NC2CCCCC2)c2cccs2)cc1 (stereo not given)	2%	-8%	4%	-7%	i
CCCCn1c(N)c(N(C(=O)CSc2nnnn2-c2ccccc2C)C2CCCC2)c(=O)[nH]c1=O	.	.	.	-10%	6.2%
O=C(O)c1oc2ccccc2c1-n1cccc1	3%	-8%	8%	-2%	0.1%
COc1ccc(F)cc1C(=O)C1CCCN(Cc2cn(C)c3ccccc23)C1 (stereo not given)	46%	5%	38%	4%	2.2%

Carrying on:
SMILES	M. tuberculosis HTS	PhoP GFP inhibition	tuberculosis growth	influenza NS1A	inhibitors of VEEV	others
O=C(CSc1nc2ccccc2c(=O)n1-c1ccccc1)N1CCCc2ccccc21	2%	-1%	15%	-11%	11%
O=C(COC(=O)Cc1c[nH]c2ccccc12)NC1CCCCC1	0%	-12%	14%	-7%	i
Cc1nn(-c2ccccc2)c2[nH]c(C(F)(F)F)cc(=O)c12	-3%	-4%	75%	0%	i
CCN(CC)C(=O)Cn1cc(C(=O)C(=O)NCCCn2ccnc2)c2ccccc21	1%	4%	-1%	2%	1.4%
Cc1nc2cc(Cl)ccc2n1-c1ccccc1	-4%	5%	30%	-1%	2.7%
CC(=NCC1CCCO1)c1c(O)n(C)c(=O)n(C)c1=O (stereo not given)	-4%	-5%	10%	-3%	i
CCOc1ccc2[nH]c3c(NCC(C)C)ncnc3c2c1	24%	17%	21%	-18%	9.8%
COC(=O)c1cc(OC)c(OC)cc1NC(=S)N1CCN(Cc2ccccc2)CC1	-2%	-14%	-15%	7%	i
COc1cccc(Cn2c(Oc3cccc(C)c3)nc3c2c(=O)n(C)c(=O)n3C)c1	8%	-5%	38%	2%	6.0%
O=C(NOC(=O)c1cc(Br)ccc1Cl)c1cccs1	-1%	-3%	-13%	12%	1.0%
Cc1c(C(=O)N2CCc3ccccc3C2)sc2nc(-c3ccccc3)cn12	9%	9%	0%	2%	5.5%
CCOC(=O)C1=C(C)C(c2ccc(OC)cc2)NC(=S)N1 (stereo not given)	-5%	-6%	15%	0%	5.3%
Oc1ccc2ccccc2c1CN1CC2CCC(CC2)C1	.	.	.	0%	0.2%
c1ccc(OCc2nn3c(-c4ccncc4)nnc3s2)cc1	-2%	-6%	53%	0%	i
COc1ccc(CC(=O)NCc2nnc(SCC(=O)Nc3ccccc3)n2C)cc1	4%	-2%	0%	-2%	0.7%
CN(c1ccc(OC(=O)c2ccc(-n3cncn3)c([N+](=O)[O-])c2)cc1)S(=O)(=O)c1ccccc1	13%	.	30%	2%	0.8%
C=CC[C@@H](CC(=O)N(CCO)Cc1ccccc1)C(=O)N[C@H](COC(=O)[C@@H](CC=C)Cc1ccc(F)cc1)c1ccccc1	1%	.	3%	6%	4.2%
COc1ccccc1C(=O)NNC(=O)C1CCN(C(=O)OC(C)(C)C)CC1	0%	2%	-2%	-2%	0.7%
O=C(c1cc(C2CC2)nn1-c1ccccc1)N1CCN(c2ccccc2O)CC1	11%	.	31%	-6%	10%
CCCC(=O)N1CCN(c2ccc(NC(=O)c3cccs3)cc2)CC1	1%	-3%	23%	-4%	6.8%
N#C/C(=C\c1cccnc1)C(=O)NC1CCCCC1	-3%	4%	7%	-7%	1.5%
COc1ccc(NC(=O)CCS(=O)(=O)c2cccc3nonc23)cc1	67%	4%	70%	9%	0.8%
CCc1cc(=O)oc2cc(OC(=O)c3ccco3)ccc12	25%	-9%	36%	-1%	7.6%
O=C(CCC(=O)N1CCOc2ccc(Cl)cc21)NCCN1CCOCC1	-2%	-4%	-21%	4%	0.6%	inhibitors of VEEV 10K pilot screen=1.1
COc1ccc(-n2c(COc3ccccc3)nnc2SCC(N)=O)cc1	-3%	0%	-6%	4%	5.7%
O=C(O)CC(CNC(=O)C1CCCN1C(=O)OCc1ccccc1)c1ccccc1 (stereo not given)	8%	3%	-3%	0%	0.1%
O=C(NCc1ccc(C(F)(F)F)cc1)c1ccc2c(c1)S(=O)(=O)c1ccccc1C2=O	-5%	-6%	-12%	1%	i
COc1ccccc1C(=O)Nc1ccnn1C1CCN(Cc2cnn(C)c2)CC1	5%	15%	3%	2%	0.8%
COc1ccc(NC(=O)CCc2nnc3ccc(NCc4ccco4)nn23)cc1OC	-6%	-4%	-3%	14%	2.2%
C=CCNc1ncnc2c1[nH]c1ccc(C)cc12	20%	19µM*	27%	11%	0.4%
O=C(COC(=O)c1cccc(Br)c1)NC(=O)NC1CCCC1	.	.	.	-11%	1.8%
Cc1nc2[nH]c(=S)[nH]c(=O)c2nc1C	.	.	.	-12%	0.8%
Cc1ccc(NC(=O)c2cn(-c3cccc(C)n3)cn2)cc1	-4%	-9%	-3%	-7%	1.8%
CC(C)(CO)NS(=O)(=O)c1ccc2c(c1)C(=NO)c1cc(S(=O)(=O)NC(C)(C)CO)ccc1-2	-2%	-3%	15%	-19%	3.0%
Cc1ccc(Cl)cc1N(CC(=O)N1CCOCC1)S(C)(=O)=O	-1%	-3%	-12%	-20%	i
CCOc1nc(Nc2ccc(Cl)cc2)nc(OCC)n1	6%	0%	-9%	6%	0.3%
O=C(C1CCCO1)N1CCN(S(=O)(=O)c2ccc(Cl)cc2)CC1 (stereo not given)	-2%	0%	0%	-5%	0.8%
CC(=O)c1c(C)[nH]c(C(=O)NCCC2=CCCCC2)c1C	0%	0%	13%	5%	i
CCN1CCN(c2cc(=O)n(-c3cc(Cl)ccc3C)c(=O)[nH]2)CC1	4%	7%	-5%	7%	0.9%
COc1ccc(-c2n(CC(=O)OC3CC(C)CCC3C(C)C)c3ccccc3[n+]2C)cc1 (stereo not given)	.	.	.	10%	i
N#CCCn1cc(/C=C/C(=O)O)c(-c2ccc(F)cc2)n1	7%	-32%	0%	-2%	i
CCOC(=O)C1(Cc2ccccc2)CCCN(C(=O)C=C(C)C)C1 (stereo not given)	1%	2%	-7%	0%	i

Screening results: PubChem BioAssay, Southern Research Specialized Biocontainment Screening Center
